Assay outcomes (PubChem)
SMARCA2 activ: SMARCA2 function activation, primary screen | MG213 cells, MMTV-luciferase reporter, dexamethasone, overnight | activation, % at 9.1 µM | 1% of 370,000 active | AID 652017; in the data active means activation above about 7.8%;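 further: 0% = vehicle wells and 100% = reference activator wells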
DAX1 inh-1: inhibitors of human orphan nuclear receptor DAX1 (NR0B1). HEK293 Gal4-DAX1 luciferase reporter, luminescence. inhibition, % at 6.75 µM. 0.99% of 340,000 active. AID 504766;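 active means inhibition above the mean over all tested compounds plus 3 SD, cut at about 4.2% in these data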;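 further: 0% = DAX1-transfected cells with DMSO and 100% = empty-vector control cells with DMSO; inhibition shows as a rise in luminescence from relieved DAX1 repression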
GC-B act: GC-B (human) receptor activation. HEK293-GC-B cells, CNP EC30, cGMP TR-FRET; 0% at EC30 CNP, 100% saturating CNP. activation, % at 10 µM. 0.11% of 370,000 active;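 active means activation at 10 µM reaching about 35% in either raw or pattern-adjusted values, limit read from the data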
sPLA2-III inh: Inhibits HGIII-sPLA2 liposome hydrolysis, primary screen | Q9NZ20 | QFRET BODIPY PC-A2 liposome hydrolysis, fluorescence | inhibition, % at 12.2 µM | 0.56% of 370,000 active | AID 743126;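 active means inhibition above mean plus 3 SD of compounds lying within the high and low control bounds, cut at about 19% in these data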;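 further: 0% = median of test compound wells and 100% = no enzyme DMSO wells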
Target sequence (Q9NZ20 whole entry, looked up): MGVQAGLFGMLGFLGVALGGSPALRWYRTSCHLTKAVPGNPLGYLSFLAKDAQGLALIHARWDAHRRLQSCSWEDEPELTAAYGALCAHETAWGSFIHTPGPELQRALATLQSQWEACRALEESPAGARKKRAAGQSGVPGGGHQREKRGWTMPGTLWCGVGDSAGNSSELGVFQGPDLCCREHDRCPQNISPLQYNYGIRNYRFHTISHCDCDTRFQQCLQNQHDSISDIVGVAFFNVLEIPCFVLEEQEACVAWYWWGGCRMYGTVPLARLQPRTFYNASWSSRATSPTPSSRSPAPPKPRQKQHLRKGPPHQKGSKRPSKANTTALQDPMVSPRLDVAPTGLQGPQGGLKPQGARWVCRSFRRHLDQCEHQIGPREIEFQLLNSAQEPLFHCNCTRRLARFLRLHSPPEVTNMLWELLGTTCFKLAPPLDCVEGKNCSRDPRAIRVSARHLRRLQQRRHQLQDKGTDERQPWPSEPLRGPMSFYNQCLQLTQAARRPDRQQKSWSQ
NPR1 activator: GC-A (human) enzyme activation | P16066 | HEK293 GC-A cells, cGMP TR-FRET, EC30 ANP; 0% at EC30 ANP, 100% saturating ANP | activation, % at 10 µM | 0.14% of 370,000 active; in the data active means activation above about 40%
GAA850 FXN act: increases GAA850 frataxin promoter reporter activity | activation, % at 6 µM | HEK293 lucGAA850 FXN promoter luciferase reporter, 24 h; percent of 10 µM SAHA response | 0.56% of 360,000 active;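 active means activation above the average of all compounds screened plus 3 SD, cutoff fixed separately per campaign, cut at about 7.5% in these data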;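 further: 0% = DMSO wells and 100% = 10 µM SAHA wells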
hcDAF12 agonist: H. contortus DAF-12 activation, primary screen; 1.4% of 370,000 active; activation, % at 6.8 µM; HEK293 hcDAF-12 lit1-tk-luc reporter, luminescence; 0% DMSO, 100% Δ7-dafachronic acid;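 active means activation above the mean of all tested compounds plus 3 SD, cut at about 5.5% in these data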;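 further: 100% = response to 3 µM Δ7-dafachronic acid high control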
hgDAF12 agonist: activates the H. glycines DAF-12 receptor ligand-binding domain | AID 687014 | 1.8% of 370,000 active | HEK293 GAL4-hgDAF12 UAS-luciferase reporter, agonist luminescence; normalized to butyrate control | activation, % at 6.8 µM;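 active means activation above a cutoff set at the mean of all screened compounds plus 3 SD, cut at about 10% in these data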;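 further: 0% = DMSO wells and 100% = sodium butyrate wells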
ssDAF-12 act: activates DAF-12 receptor from parasite S. stercoralis. AID 652126. 1% of 370,000 active. HEK293 ssDAF-12/GRIP1 lit1-tk-luc reporter, luminescence; % of 3 µM dafachronic acid response. activation, % at 6.8 µM;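 active means activation above the mean over all tested compounds plus 3 SD, cut at about 0.9% in these data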;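 further: 0% = DMSO-only wells and 100% = 3 µM delta7-dafachronic acid wells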
DAX1 inh-2: inhibitors of DAX1 repression of SF-1 activated StAR promoter; HEK293T StAR-luciferase reporter, SF-1/DAX-1 repression relief; inhibition, % at 6.8 µM; 1.1% of 370,000 active; AID 652010;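 active means inhibition above the mean over all tested compounds plus 3 SD, cut at about 3.6% in these data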;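 further: 0% = DAX-1 cells with DMSO and 100% = cells lacking DAX-1 with DMSO; higher inhibition means more luminescence from relief of DAX-1 repression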
ADAM10 inh: inhibitors of human ADAM10 | recombinant ADAM10, EDANS/DABCYL FRET peptide cleavage, 3 h | AID 720582 | O14672 | 0.62% of 370,000 active | inhibition, % at 7 µM;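 active means inhibition above a per-campaign cutoff equal to the mean of compounds falling between control-based bounds plus 3 SD, cut at about 20% in these data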;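 further: 0% = DMSO wells while the 100% control is not disclosed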
Target sequence (O14672 214-748 limits assumed): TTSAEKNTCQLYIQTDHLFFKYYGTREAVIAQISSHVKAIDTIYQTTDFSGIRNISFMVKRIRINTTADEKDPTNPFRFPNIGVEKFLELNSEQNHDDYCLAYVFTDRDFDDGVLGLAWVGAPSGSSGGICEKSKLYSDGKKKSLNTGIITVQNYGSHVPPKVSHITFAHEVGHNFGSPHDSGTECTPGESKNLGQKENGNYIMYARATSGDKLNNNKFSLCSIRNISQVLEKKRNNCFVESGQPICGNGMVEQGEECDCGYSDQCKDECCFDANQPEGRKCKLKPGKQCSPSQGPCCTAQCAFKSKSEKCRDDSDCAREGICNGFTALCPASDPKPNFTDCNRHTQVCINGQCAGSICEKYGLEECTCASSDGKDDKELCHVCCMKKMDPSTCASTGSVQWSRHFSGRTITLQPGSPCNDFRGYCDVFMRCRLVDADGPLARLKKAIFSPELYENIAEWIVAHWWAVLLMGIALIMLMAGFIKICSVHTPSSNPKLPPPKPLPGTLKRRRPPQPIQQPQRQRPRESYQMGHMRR
* hit, by the source's call; i = inactive; . = not tested or not shown.

nr	Structure	hgDAF12 agonist	hcDAF12 agonist	DAX1 inh-2	GC-B act	ADAM10 inh	GAA850 FXN act	sPLA2-III inh	NPR1 activator	DAX1 inh-1	ssDAF-12 act	SMARCA2 activ
1	CC(C)(C)N(Cc1ccccc1)C(=O)COC(=O)c1ccc(Br)o1	0.1	-0.6	-0.2	1	-8	-0.2	3	0	-0.4	-1.4	-4
2	CCN(CC)c1ccc(C(=O)OCC(=O)N2CCN(c3ccccc3)CC2)cc1	-0.1	-0.8	0.4	3	-2	-1.1	-2	0	-0.6	-1.0	-4
3	C/C(=N/NC(=O)Cc1cccs1)c1ccco1	8.2	0.0	0.9	6	1	2.3	2	3	1.1	-0.8	0
4	COc1ccc(S(=O)(=O)Nc2nnc(C)s2)cc1	2.9	-1.0	-0.2	3	-1	1.3	-5	4	1.0	-1.5	3
5	OC(COCc1cccs1)CN1CCN(c2cccc(Cl)c2)CC1 (stereo unspecified)	-2.5	-2.3	0.2	1	-1	2.0	8	6	0.3	-0.9	-1
6	COc1ccc(S(=O)(=O)N2CCC(C(=O)NCc3ccccn3)CC2)cc1Cl	0.8	-1.2	-0.1	-9	-1	-1.6	-1	-9	-0.1	-0.4	0
7	Cc1ccc(CSCc2nnc(SCC(=O)N3CCN(c4ccccc4)CC3)n2C)cc1	0.1	-3.4	-1.1	-7	6	-2.5	-13	1	-2.5	-1.6	-1
8	Cc1c(Cl)c(C(=O)NNC(=S)Nc2ccc(F)cc2)nn1C	7.0	0.5	0.3	1	5	3.9	34*	-1	2.1	-0.9	4
9	CCOC(=O)C1(CCCc2ccccc2)CCN(C(=O)Cn2nc(C)nc2C)CC1	-0.7	-2.5	-0.9	-1	-1	1.4	5	5	-2.3	-0.9	-4
10	COc1cc(C(=O)OCC(=O)NC2CCCCCC2)ccc1OCC(C)C	3.5	0.3	0.5	3	-8	-1.3	7	-2	1.2	-0.9	-2
11	Cc1ccc(CN2CCN(c3cccc4[nH]ccc34)CC2)cc1	-2.1	1.6	-0.4	2	1	3.7	-41	-4	0.9	-0.8	1
12	CCOC(=O)C1(CCOc2ccccc2)CCN(Cc2cccn2-c2ncccn2)CC1	3.9	2.3	-0.2	-7	0	-1.4	-5	-4	1.6	-0.5	1
13	COc1cccc(-c2cnc3c(NC=O)cc(-c4ccccc4Oc4ccccc4)cn23)c1	-1.6	-0.4	-1.4	-3	-21	3.0	-2	-7	.	-1.7	-3
14	Cc1ccc(CCNC(=O)c2nnn(-c3cc(C)cc(C)c3)c2N)cc1	2.0	0.6	0.1	-8	3	2.2	-6	-8	-0.5	-1.0	-2
15	Cn1c(=O)n(CCCOc2ccc(Cl)cc2)c2ccccc21	2.5	-1.9	-0.1	-16	3	3.2	-4	-6	0.4	-1.3	4
16	Cn1nc([N+](=O)[O-])nc1S(C)(=O)=O	-0.3	0.1	-0.1	0	8	18*	4	-4	-0.6	-1.1	52*
17	O=C(CCNc1ccc(Cc2ccncc2)cc1)c1cccc([N+](=O)[O-])c1	3.0	-0.1	-0.4	0	3	0.3	-9	8	2.7	-2.0	-3
18	CN(C)c1cccc(C(=O)OCC(=O)NCC2CCCO2)c1 (stereo unspecified)	1.3	0.7	-0.4	-4	-4	0.5	5	-1	1.5	-1.1	0
19	COC(=O)Cc1nnn2c1[C@H](C)[C@@H](OC)c1cc(Br)ccc1-2	3.5	-1.3	-1.3	-7	-8	.	2	1	.	-1.1	-2
20	COc1cc(CNC2CCCC2)cc(Cl)c1OCc1ccc(F)cc1	-1.6	0.0	-0.6	-17	4	1.1	11	1	0.9	-0.9	0
21	O=C1CN(CC(=O)NC2CCCc3ccccc32)CCN1 (stereo unspecified)	-0.2	-0.7	-0.2	1	1	2.0	3	-4	2.4	-1.1	2
22	O=C(/C(=C(\[O-])c1ccccc1)[n+]1ccc2ccccc2c1)c1ccccc1	3.4	8.1*	0.6	1	-6	3.9	-2	-4	-0.2	0.7	-1
23	COc1ccccc1N1CCN(C(=O)c2ccc(COc3cccc4c3OC(C)(C)C4)cc2)CC1	-3.8	-1.6	-2.2	10	5	-1.6	-9	-1	-1.0	-1.4	-3
24	O=C(CN(C(=O)CCC(=O)Nc1nccs1)c1ccc2c(c1)OCCO2)NCc1ccco1	-1.8	1.1	-0.4	5	-6	1.4	7	1	0.4	-1.2	2
25	CC(C)Nc1oc(-c2cccc3ccccc23)nc1C#N	4.3	2.3	0.9	-5	i	8.6*	3	3	1.1	-1.6	8
26	O=C(Nc1ccc(Br)cc1)c1cccc(S(=O)(=O)Nc2ccccn2)c1	-2.1	-2.6	-0.6	-9	-8	-1.7	-5	-15	-0.9	-1.0	-1
27	O=C(NCc1ccc(-n2cccc2)cc1)c1cccc(F)c1	4.2	-0.2	0.1	-1	-7	1.7	4	-1	0.0	-1.6	-5
28	O=S(=O)(c1ccccc1)N1CCN=C1SCc1c(F)cccc1Cl	-0.1	-1.4	-0.9	8	16	1.7	1	0	-0.4	-0.8	-1
29	O=C(CSc1cccc(C(F)(F)F)c1)NCc1ccccc1	-0.8	-2.0	0.5	0	-5	2.7	0	2	0.0	-1.4	-2
30	COc1cc(-c2nc3c[n+](CC(=O)c4ccccc4)ccc3n2C)cc(OC)c1OC	2.3	-2.4	-0.6	-3	5	3.3	-15	5	0.3	-1.4	-3
31	CCOC(=O)COc1cc2c3c(c(=O)oc2cc1C)CCCC3	-0.5	-1.3	0.1	-6	-76	-3.3	-3	4	3.5	-0.6	-1
32	CC(C)C[C@H]1CNC(=O)C(=O)N1C[C@@H]1CCCN1C[C@H](Cc1ccccc1)N1C[C@H](Cc2ccccc2)N(CCc2ccccc2)C(=O)C1=O	2.4	-1.1	-0.4	-2	-6	.	-6	-4	.	-1.4	-1
33	COc1ccc(NC(=O)C2CCC(C(C)(C)C)CC2)cc1S(=O)(=O)N1CCCCC1 (stereo unspecified)	0.3	-1.1	-1.1	6	-6	1.1	5	8	1.3	-0.8	-5
34	CCOC(=O)c1c(NC(=O)CSc2nnnn2C)sc(C(=O)N(C)C)c1C	1.1	-0.8	0.2	3	-6	0.5	-23	1	-0.8	-1.7	0
35	Cc1ccc(OCc2cc(C(=O)N3CCC(Oc4cccnc4)CC3)no2)cc1C	-2.1	-3.4	-1.4	1	2	0.2	-9	2	0.5	-1.8	-3
36	CCOC(=O)N1CCN(C(=O)C[C@H]2C(=O)N(Cc3ccc(OC)cc3)C3=CCCCC[C@@]32C(=O)OC)CC1	-3.7	-2.5	-0.8	6	0	.	-6	2	.	-1.6	-2
37	Cc1nn(Cc2ccc(Cl)cc2Cl)c(C)c1NC(=O)CCl	-5.9	-2.0	-3.5	4	-12	-3.7	6	1	-2.4	-1.6	-5
38	Cc1cccc(-n2cc(CNCCc3nc(C)cc(C)n3)c(-c3cccc(F)c3)n2)c1	0.5	-0.8	-0.8	-5	4	1.2	-16	-4	-1.2	-1.2	-3
39	CC[C@H](C)[C@H](NC(N)=O)C(=O)Nc1ccc(OC)c(Cl)c1	0.4	-0.3	-0.3	7	11	1.9	6	6	4.1	-1.0	-3
40	COc1ccccc1CNC(=O)CCNS(=O)(=O)c1ccc2[nH]c(=O)oc2c1	-0.3	-2.1	0.8	2	-1	-0.9	-7	-1	0.5	-1.0	2
41	CC1=NN(c2ccc(C(=O)O)cc2)C(=O)CC1	1.8	-2.3	0.1	5	8	-0.5	-2	0	-0.9	-1.1	-1
42	O=C1OCCC1Sc1nnc(-c2ccc(Cl)cc2)n1Cc1ccccc1 (stereo unspecified)	-0.6	-2.5	-0.4	13	-2	0.2	-18	4	-0.9	-1.0	-1
43	O=C(O)CCC(=O)Nc1ccc(C(=O)OC2CCCCC2)cc1	-3.7	-3.3	-0.6	2	-3	-2.2	-2	1	-0.6	-1.9	-1
44	CCOC(CCn1c(SCC(=O)Nc2cc(C)on2)nc2ccccc2c1=O)OCC	-0.8	0.6	-0.6	1	-3	-1.8	8	0	-0.7	-0.8	1
45	CCOCCCNS(=O)(=O)Cc1ccccc1	0.5	-1.9	1.1	9	-5	-0.4	8	-2	-0.1	-0.8	-3
46	COc1ccccc1CNN	3.2	2.3	0.5	0	-8	1.5	6	-3	-0.8	-0.6	-2
47	Cc1ccc(NC(=O)C2=CCN(S(=O)(=O)c3ccc(F)cc3)CC2)c(C)c1	-1.6	-0.7	-1.0	-4	-14	-0.3	10	3	2.9	-1.1	0
48	COc1ccc(S(=O)(=O)Cc2ccc(C(=O)NCCCN(C)c3ccccc3)o2)cc1	-1.1	-1.9	-0.3	-6	-1	1.4	-8	1	0.5	-1.8	-2
49	COc1ccc(S(=O)(=O)Nc2ccc(Oc3ncccn3)c(Cl)c2)cc1	-1.7	-0.4	-0.8	-1	-3	0.1	-8	0	0.7	-1.2	-4
50	COc1cc(-c2nc(-c3ccccc3)c(-c3ccc(F)cc3)[nH]2)cc2c1OCO2	1.9	-2.6	-0.5	-11	-67	0.4	7	-15	-0.2	-1.8	-1

The listing continues.
nr	Structure	hgDAF12 agonist	hcDAF12 agonist	DAX1 inh-2	GC-B act	ADAM10 inh	GAA850 FXN act	sPLA2-III inh	NPR1 activator	DAX1 inh-1	ssDAF-12 act	SMARCA2 activ
51	COc1cc(OC)cc(C(=O)Nc2nnc(SCC(=O)NCc3ccco3)s2)c1	0.1	0.0	0.6	-6	10	2.5	-1	1	0.7	-0.1	3
52	COc1ccc(-c2cc(-c3nnc(SCc4cccc5ccccc45)n3N)[nH]n2)cc1	-0.1	-5.5	-1.2	1	-10	.	6	3	.	-1.7	-6
53	Cc1cc(C(=O)Nc2cccc3c2O[C@@H](CN(C)S(=O)(=O)c2ccccc2)[C@H](C)CN([C@@H](C)CO)C3=O)n(C)n1	0.3	-0.1	0.2	-1	3	-5.8	-1	2	1.3	-0.2	1
54	Cc1ccc(S(=O)(=O)N2C[C@@H]3CCCC[C@@H]3[C@@H](C)[C@H]2c2cn(Cc3ccccc3)c3ccccc23)cc1	0.7	-0.4	0.4	0	5	1.2	3	3	-1.9	-1.0	3
55	COc1ccc(OC)c(C(=O)COC(=O)c2cccnc2Cl)c1	2.6	-0.2	-0.3	2	2	0.7	-1	-2	1.9	-0.7	1
56	Cc1cc2cc(CCNC(=O)CCc3ccccc3)c(=O)[nH]c2cc1C	-3.3	-0.9	-0.7	-3	-72	0.6	-2	-5	-1.1	-0.2	-2
57	CCCCN=C(N)/C(C(=O)OCC)=C(\O)c1ccc(OC)cc1	-0.7	-0.8	-0.8	-4	11	0.0	-10	-11	-0.6	-1.6	0
58	O=C(Nc1ccc(F)cc1)C(c1ccncc1)N1CCN(C(=O)c2ccco2)CC1 (stereo unspecified)	1.6	-0.6	0.9	2	6	.	5	1	.	-0.1	8
59	O=C(Cn1cc(COc2cccc([N+](=O)[O-])c2)nn1)c1ccc(O)cc1	-0.9	-0.5	-0.1	-2	-11	0.4	-26	-2	0.2	-0.9	-4
60	Cc1cccc(/C=N\NC(=O)c2sccc2-n2cccc2)c1	3.6	-0.6	0.2	1	-7	1.8	-1	-1	-0.8	-1.1	3
61	CCOc1c(C=C(C#N)C#N)c2ccccc2n1CC	-1.6	-0.2	-0.6	3	13	1.8	-6	1	-0.1	-1.1	-5
